Source: PubChem (Broad Institute)
esBAF inh – blocks esBAF chromatin remodeling in mouse ES cells; hit rate 2% among 350,000; Bmi1-luciferase knock-in reporter, 24 h; 100% = twice the neutral-well signal; reporter increase, % at 12.5 µM; AID 602393; in the data active means activation above about 40%; inconclusive means no clear call, values can overlap the other calls;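 further: 0% = median of the plate's neutral control wells and 100% = double that signal; a rise in the Bmi1 reporter signal indicates esBAF inhibition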
CASP6 VEID inh – inhibitors of human caspase-6 | P55212 | purified caspase-6, Z-VEID-R110 cleavage fluorescence | inhibition, % at 12.5 µM | hit rate 0.53% among 350,000;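 active means mean inhibition across replicates at least about 35%, with every replicate also reaching that limit, limit read from the data; inconclusive means only one of the two criteria met; inactive means neither criterion met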;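 further: 0% = median of neutral control wells and 100% = no fluorescence left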
Target sequence (P55212 24-179 limits assumed): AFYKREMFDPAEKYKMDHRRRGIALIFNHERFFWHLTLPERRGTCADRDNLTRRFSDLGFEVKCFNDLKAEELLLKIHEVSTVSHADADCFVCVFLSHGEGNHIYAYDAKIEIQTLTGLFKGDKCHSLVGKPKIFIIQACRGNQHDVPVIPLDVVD
Target sequence (P55212 194-293 limits assumed): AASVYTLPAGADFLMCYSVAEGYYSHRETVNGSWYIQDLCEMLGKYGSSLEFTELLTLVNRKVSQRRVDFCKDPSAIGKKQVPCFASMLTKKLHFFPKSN
SIRT5 block – inhibitors of human sirtuin-5 desuccinylase. inhibition, % at 15 µM. Purified SirT5, succinyl-peptide AMC, trypsin-coupled fluorescence. AID 652115. hit rate 1.1% among 330,000. Q9NXA8; in the data active means inhibition above about 15%; inconclusive means no clear call, values can overlap the other calls
Target sequence (Q9NXA8 whole entry, looked up): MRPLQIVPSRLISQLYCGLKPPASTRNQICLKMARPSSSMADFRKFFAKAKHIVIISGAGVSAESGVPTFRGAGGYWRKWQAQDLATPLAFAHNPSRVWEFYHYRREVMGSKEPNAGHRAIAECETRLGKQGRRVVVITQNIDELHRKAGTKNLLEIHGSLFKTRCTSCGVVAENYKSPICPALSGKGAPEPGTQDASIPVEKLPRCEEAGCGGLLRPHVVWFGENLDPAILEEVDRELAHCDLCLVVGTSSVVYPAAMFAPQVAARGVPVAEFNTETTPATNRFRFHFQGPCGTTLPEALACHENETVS
FN deposition inh – fibronectin deposition inhibition; AH1F fibroblasts, Alexa488-fibronectin deposition fluorescence, overnight; hit rate 0.086% among 350,000; inhibition, % at 12.6 µM;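 active means mean inhibition across replicates of 30% or more, regardless of how many single replicates reach that level; inconclusive means mean under 30% yet at least half of replicates reach 30%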;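 further: positive control wells lacked labelled fibronectin entirely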
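Assay system: AH1F fibroblasts assembling fluorescent fibronectin matrix; Amount: 10000 AH1F cells per well; Buffer or medium: DMEM, 2% serum; Probe or stimulus: Alexa488-fibronectin, 24 nM final in well; Doses: single compound dose, delivered by pin transfer; Incubation: 1 h adhesion, overnight exposure; Measured by: fluorescence 485/525 nm; Read-out: fibronectin deposition inhibition.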
LGR2 antag – blocks bursicon-induced cAMP signaling via Drosophila LGR2; HEK293 LGR2, CRE-luciferase, bursicon-stimulated, 4 h; inhibition, % at 9.99 µM; hit rate 0.35% among 380,000;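 active means drop in luminescence signal, shown as inhibition above about 50% in the replicate tests, limit read from the data, passing the limit was not always enough; inconclusive means probably only some replicates passing the limit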;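 further: agonist challenge used bursicon conditioned medium at about half maximal strength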
Statin myotox sup – protects C2C12 myotubes from simvastatin toxicity | ATP luminescence, 48 h; scaled: DMSO 0, geranylgeraniol control 100 | AID 602340 | hit rate 0.78% among 330,000 | rescue of ATP level, % at 7.49 µM;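 active means mean ATP rescue above about 67%, or every replicate alone reaching that limit, limit read from the data, passing the limit was not always enough; inconclusive means no clear call, values can overlap the other calls; inactive means mean under the limit and some replicate under it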;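 further: myotubes were challenged with 10 µM simvastatin during compound exposure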
S100A4 MyoIIA – S100A4-myosin IIA interaction inhibition; P26447; S100A4/TAMRA-MyoIIA peptide fluorescence polarization; inhibition, % at 10.7 µM; hit rate 0.14% among 360,000; AID 652163;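 active means mean inhibition of at least 70% across replicates, with every replicate also reaching that level; inconclusive means mean inhibition reaches 70% but some replicates fall short; inactive means mean inhibition below 70%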
Target sequence (P26447 whole entry, looked up): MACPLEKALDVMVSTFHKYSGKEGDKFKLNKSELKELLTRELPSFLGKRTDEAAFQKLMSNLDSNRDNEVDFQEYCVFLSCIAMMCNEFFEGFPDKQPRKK
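Compound dosing: one dose per compound; test system: human S100A4 monomer with TAMRA-labelled myosin IIA peptide; probe or stimulus: TAMRA-labelled myosin IIA heavy-chain peptide probe, 5 nM; medium: HEPES buffer with Ca2+, pH 7.2; schedule: 5 min incubation before reading; benchmarks: neutral control DMSO, positive control TFP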
An asterisk follows results filed as active; ? = inconclusive; . = no result given; & = joins results of further samples.

SMILES	esBAF inh	CASP6 VEID inh	SIRT5 block	FN deposition inh	LGR2 antag	Statin myotox sup	S100A4 MyoIIA
OC(CN1CCNCC1)Cn1c2ccccc2c2ccccc21 (stereo not given)	1	-19	-3	14	8	-16	4
COc1cccc(C(=O)Nc2ccccc2N2CCN(C(=O)c3ccccc3)CC2)c1	7	3	11	-7	12	-7	-1
CC(C)C(=O)Nc1ccc2c(c1)C(=O)N(C)[C@@H]1CC[C@@H](CC(=O)O)O[C@H]1CO2	3	0	-1	1	-2	-21	-11
CCNC(=O)C1(C)CCN1CCS(=O)(=O)c1ccc(C)cc1 (stereo not given)	-6	3	-2	-15	-28	3	-5
COc1cccc(/C=C2\SC(=S)N(CCCC(=O)N3CCCC3)C2=O)c1	-6	4	-3	.	-12	15	4
CCCCC(NC(C)=O)c1nc2ccccc2n1CCCC (stereo not given)	-2	.	.	-6	.	33	.
O=C(O)c1ccc(CSc2nc3c(c(=O)[nH]2)CCC3)cc1	-7	1	-4	3	-5	8	-4
CC1=CCC2C(=O)N(c3nc(C)cc(C)n3)C(=O)C2C1 (stereo not given)	-6	.	.	-3	.	6	.
CCOCCCNC(=O)c1ccccc1Br	4	.	.	0	.	-1	.
COc1ccccc1OCCNC(=O)C1CC(=O)N(c2ccc3c(c2)OCCO3)C1 (stereo not given)	5	2	-4	-4	-6	20	6
CCc1ccc(N(CC(=O)NC2CCCCC2)S(=O)(=O)c2c(C)noc2C)cc1	-6	1	.	-1	4	-5	-1
O=C(c1ccc(C#Cc2ccccc2)o1)N1CCN(c2ccccn2)CC1	1	.	.	-3	.	12	.
COc1cc(OC)cc(C(=O)N[C@H](C(=O)Nc2nc3c(s2)CCCC3)C(C)C)c1	2	3	2	-1	-14	10	2
CC1(C(=O)NS(=O)(=O)c2cccc(OC(F)F)c2)CCN1C(=O)COc1ccc(Cl)cc1 (stereo not given)	-4	1	-4	-10	-12	4	0
CC(C)N(Cc1nccn1C)C(=O)CCc1nnc(CCCc2ccccc2)o1	.	0	1	13	.	.	-2
Cc1noc(C)c1NC(=O)N(C)C[C@H]1OCCCC[C@@H](C)Oc2ccc(NC(=O)c3ccccc3)cc2C(=O)N([C@@H](C)CO)C[C@H]1C	1	2	-2	2	-10	.	-7
CCC(C)NC(=O)CNC(=O)c1nn(-c2ccc(OC)cc2OC)c(=O)c2ccccc12 (stereo not given)	3	1	3	3	-1	3	-3
O=C([O-])c1cc(-c2ccccc2)cc(-c2ccccc2)[n+]1CCc1ccc(Cl)cc1	-57	0	.	3	8	-156	-2
COc1ccc(N(CC(=O)NCC2CCCO2)S(=O)(=O)c2ccc(C)cc2)cc1OC (stereo not given)	-6	.	.	-7	.	8	.
Cc1nn(C)cc1/C=N/NC(=O)C(C)(C)Oc1ccc(Cl)cc1	-1	.	.	-13	9	0	.
Cc1ccc(Cl)cc1NC(=O)C1COc2ccccc2O1 (stereo not given)	17	-2	-1	-5	-8	7	1
C[C@H]1CN([C@@H](C)CO)C(=O)c2cc(NC(=O)Nc3cccc4ccccc34)ccc2O[C@@H]1CN(C)S(C)(=O)=O	-2	1	4	.	16	2	-29
CCOC(=O)C1=CN(Cc2ccco2)S(=O)(=O)N(C)C1c1ccc2ccccc2c1 (stereo not given)	1	1	-2	.	-14	-14	1
CCCCN(C=O)c1c(CC)nc2ccc(C(=O)N3CCN(C(=O)c4ccco4)CC3)cn12	-6	1	-1	-12	13	-2	-13
Cc1cc(OCCCC(=O)Nc2cccc(-n3cnnn3)c2)ccc1Cl	1	0	0	-12	-3	5	-6

(further entries)
SMILES	esBAF inh	CASP6 VEID inh	SIRT5 block	FN deposition inh	LGR2 antag	Statin myotox sup	S100A4 MyoIIA
O=C(O)c1cccc(NC(=S)NC(=O)c2ccncc2)c1	-5	2	-2	-5	21	-9	-2
Cc1c(S(=O)(=O)NCc2ccccc2)c(=O)n(C)c(=O)n1C	-4	4	-7	3	3	2	-2
CCS(=O)(=O)N1Cc2ccccc2CC1C(=O)Nc1nccs1 (stereo not given)	44*	4	-4	-4	.	-2	0
NC1=NC(=O)/C(=C/C=C/c2cccs2)S1	.	-2	3	-4	-43	.	2
CC1CCCN(C(=O)c2ccc(NS(=O)(=O)c3cccc([N+](=O)[O-])c3)cc2)C1 (stereo not given)	3	1	-2	.	9	-7	2
Cc1c(-c2cccc(Cl)c2)nc2ccccc2c1C(=O)OCC(=O)N(C)C1CCS(=O)(=O)C1 (stereo not given)	-3	3	5	5	16	-37	0
COc1ccc(C)cc1S(=O)(=O)N(C)CC(=O)N1CCCCC1	-2	1	2	.	-9	19	2
Cn1nc(C(F)(F)F)c(C(=O)Nc2cccc(Cl)c2)c1Cl	0	.	.	7	.	-2	.
C#CCOCCOCCOCCNc1nc(N2CCN(C(=O)[C@H](CCCN=C(N)N)n3cc(C(N)[C@@H](C)CC)nn3)CC2)nc(N2CCN(C(=O)[C@H](CCCCN)n3cc([C@@H](N)CC(N)=O)nn3)CC2)n1 (stereo not given in full)	3	-197	-3	2	5	0	-1
CCOc1cc(/C=N/Nc2nc(N3CCCCC3)nc(N3CCCCC3)n2)ccc1OC(=O)c1ccco1	5	-3	1	10	10	-4	-7
O=C(Nc1ccc2[nH]ncc2c1)c1ccccc1	-11	-4	-2	1	-9	-8	9
CCOC(=O)C1=C(C)OC(N)=C(C#N)C1c1ccc(C)s1 (stereo not given)	.	5	-2	4	-23	.	-1
CCOC(=O)c1ccccc1NC(=O)CN1C(=O)NC(C)(CCc2ccccc2)C1=O (stereo not given)	.	3	-4	2	-9	4	-1
C[C@@H]1CN([C@H](C)CO)C(=O)c2cc(NS(=O)(=O)c3ccc(F)cc3)ccc2O[C@H]1CN(C)C(=O)Nc1ccc(C(F)(F)F)cc1	7	-2	-9	.	-1	-16	-2
C/C(=N\NC(=O)c1ccc(N2CCCC2=O)cc1)c1ccc(O)cc1O	-5	-1	3	.	-2	-9	1
Cc1ccc(S(=O)(=O)c2c(C)nn(C(C)(C)C)c2OC(=O)CC(C)C)cc1	.	2	0	2	16	.	-6
O=C(CC1CC1)N1CC(=O)N2[C@H](C1)[C@H](c1ccc(-c3cccnc3)cc1)[C@@H]2CO	.	1	-6	.	9	.	7
CCCCN(CCCNC(=O)c1c(C)cc(=O)oc1C)c1ccccc1	16	.	.	7	-23	5	.
C[C@@H](O)C#Cc1ccc2c(c1)O[C@H](CN(C)C(=O)C1CC1)[C@@H](C)CN([C@@H](C)CO)S2(=O)=O	-3	0	4	-9	7	-11	?
O=C(CNc1ccccc1)N/N=C/c1c(O)ccc2ccccc12	.	3	12	11	20	.	-5
CCN(CC)C(=O)CSc1nc2sc3c(c2c(=O)n1CCCOC)CCC3	-9	0	-6	4	3	-5	-10
O=S(=O)(N[C@@H]1CC[C@H](CCNS(=O)(=O)c2ccccc2Cl)O[C@@H]1CO)c1ccccc1	-2	0&31	1&-2	.	1&8	-2	-4&-3
COc1ccc(N2CCN(C3CCCN(S(=O)(=O)c4ccccc4)C3)CC2)cc1 (stereo not given)	-2	1	-1	1	-12	-2	26
COc1ccc(CN(C)C(=O)C2CCN(C(=O)Nc3ccccc3)CC2)cc1	.	-1	1	8	-3	.	2
O=C(CC1SC(=O)N(Cc2ccccc2)C1=O)Nc1nccs1 (stereo not given)	.	4	1	-1	3	.	8

(more compounds)
SMILES	esBAF inh	CASP6 VEID inh	SIRT5 block	FN deposition inh	LGR2 antag	Statin myotox sup	S100A4 MyoIIA
Cc1cccc(NC(=S)/N=C(\N)Nc2nc(C)c3ccccc3n2)c1	10	.	.	-6	-32	-9	.
CCc1nc(C)cn1S(=O)(=O)c1cc(OC)c(C)cc1C	-3	.	.	.	5	1	.
CNC[C@H]1OCCCC[C@@H](C)Oc2ccc(NS(C)(=O)=O)cc2C(=O)N([C@@H](C)CO)C[C@H]1C	-8	-1	-2	.	-1	-12	11
COC(=O)c1ccc(CN2CCc3ccc(NC(=O)c4ccncc4)cc3C2)cc1	10	-4	-4	2	19	4	8
Cc1ccccc1-c1ccc2c(c1)O[C@@H](CN(C)C)[C@H](C)CN([C@H](C)CO)S2(=O)=O	-11	0	-2	6	-7	-16	0
COc1ccc(OC)c(NC(=O)c2cc(-c3cc(C)ccc3O)n[nH]2)c1	0	.	-3	-2	-14	-58	-1
Nc1c(C(=O)O)cnn1-c1ccccc1	6	0	-1	-17	0	-44	1
Cc1ccc(-c2cc(C(=O)Nc3cccnc3)[nH]n2)c(O)c1C	.	2	-2	-1	-80	.	26
O=C(C[C@H]1CC[C@H]2[C@@H](COC[C@H](O)CN2CC2CC2)O1)NCc1ccc(Cl)cc1	-7	-1	-2	-9	-12	6	8
CCN1CCN(C(=O)c2ccc(COc3cccc(Cl)c3)o2)CC1	.	-4	.	3	17	.	-1
COc1ccc(N=Cc2c(O)n(-c3cccc(C)n3)c(=O)c3ccccc23)c(OC)c1	.	1	-1	-2	-8	.	3
CC(=O)Nc1cc(-c2cccnc2)cn2c(-c3cccc(C(F)(F)F)c3)cnc12	3	2	.	12	-15	1	-7
CCCCCCCC1CC(CSc2ncn[nH]2)OC1=O (stereo not given)	7	.	.	-2	.	6	.
CC(C)N(C(=O)CS(=O)(=O)c1ccc(Cl)c(Cl)c1)C(C)C	.	-6	-2	-2	-10	.	0
C[C@@H]1CCCCO[C@@H](CN(C)C(=O)c2ccccc2)[C@@H](C)CN([C@H](C)CO)C(=O)c2cc(NC(=O)Nc3cccc4ccccc34)ccc2O1	-2	4	5	.	-5	.	9
C[C@H](O)C#Cc1cnc2c(c1)C(=O)N([C@H](C)CO)C[C@@H](C)[C@H](CN(C)Cc1cccc(F)c1)O2	-5	-2	-1	-3	0	3	-3
CC(C)NC(=O)Nc1ccc2c(c1)C(=O)N([C@@H](C)CO)C[C@@H](C)[C@@H](CN(C)C(=O)c1ccncc1)OCCCC[C@@H](C)O2	.	-2	1	10	13	.	3
O=c1c2cc3c(cc2[nH]c(=S)n1C1CCN(Cc2ccccc2)CC1)OCO3	-6	0	2	0	23	-1	1
C=CCNC(=O)c1cccc(NS(=O)(=O)c2ccc(Cl)cc2)c1	.	4	-1	-12	16	.	-4
CCN1CCN(C(=O)c2ccc(CS(=O)(=O)Cc3ccccc3F)o2)CC1	2	-2	-4	.	5	95*	2
CC1C(=O)C(C)C(c2cc(Br)ccc2O)NC1c1cc(Br)ccc1O (stereo not given)	6	0	3	22	4	-19	0
C[C@@H]1CCCCO[C@H](CN(C)C(=O)C2CCCCC2)[C@@H](C)CN([C@@H](C)CO)C(=O)c2cc(NC(=O)NC3CCCCC3)ccc2O1	12	4	6	-10	3	12	?
COC(=O)[C@@]1(Cc2ccccc2)COC(c2ccc(OCCCO)cc2)=N1	.	-3	0	.	.	.	-45
CC(C)NC(=O)N[C@@H]1CC[C@H](CC(=O)N2CCCCC2)O[C@@H]1CO	-2	-1	-2	-3	12	-4	7
COc1ccc(OS(=O)(=O)c2ccc(N3C(=O)CCC3=O)cc2)cc1	-12	1	.	3	-10	14	0

Compounds shown so far that have bromine (two):
SMILES	esBAF inh	CASP6 VEID inh	SIRT5 block	FN deposition inh	LGR2 antag	Statin myotox sup	S100A4 MyoIIA
CCOCCCNC(=O)c1ccccc1Br	4	.	.	0	.	-1	.
CC1C(=O)C(C)C(c2cc(Br)ccc2O)NC1c1cc(Br)ccc1O (stereo not given)	6	0	3	22	4	-19	0

An excerpt; count on the stated rates, not on these rows.
